Screening results from PubChem.
TNAP activation fold: stimulation of alkaline phosphatase TNAP activity – biochemical, luminescent, no phosphate acceptor, uHTS, primary screen (AID 1001) | activation fold at 20 µM, or EC50 in µM where a hit was titrated | hit rate 0.03% among 200,000 | purified TNAP, luminescent activation assay, no phosphate acceptor; higher activation fold means a stronger effect; in the data active = activation fold from about 3, or a potency from the dose series; inactive = the rest, 99 in 100 with activation fold below about 1.6; also: many of its hits are not listed in these tables
PMI inhibitors: inhibitors of human PMI, primary screen, biochemical, fluorescence intensity, coupled assay (AID 1209); purified PMI enzyme, coupled fluorescence intensity; higher % means a stronger effect; inhibition, % at 20 µM, or IC50 in µM where a hit was titrated; hit rate 0.42% among 190,000;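 also: plate controls were DMSO vehicle for no effect and wells lacking substrate for full effect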
KOR beta-arrestin-1: kappa opioid receptor activators – cell-based, luminescence, uHTS, primary screen (AID 1777). KOR beta-arrestin recruitment, luminescence; higher % means a stronger effect. one-dose activation, % at 10 µM; EC50 in µM for titrated hits. hit rate 0.02% among 280,000; in the data active = activation above about 50%, passing the limit was not always enough; also: a part of the inactive calls stands beside numbers as strong as those of hits
NOD1 inhibition: NOD1 signaling inhibitors, primary screen, cell-based, luminescence, uHTS (AID 1578); one-dose inhibition, % at 4 µM; EC50 in µM for titrated hits; NOD1-driven NF-kB luciferase reporter cells, luminescence; higher % means a stronger effect; hit rate 1% among 290,000; in the data active = inhibition mostly above about 36%, no sharp cut-off; inactive = mostly below about 34%;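 also: HEK-293T reporter cells stimulated with the NOD1 agonist gamma-tri-DAP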
LYP inhibition: PTPN22 lymphoid phosphatase activity blockers – biochemical, fluorescence intensity, uHTS (AID 1779); inhibition, % at 11.5 µM, or IC50 in µM where a hit was titrated; hit rate 0.054% among 290,000; recombinant LYP phosphatase, fluorescence intensity; higher % means a stronger effect;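 also: plate controls were vehicle with enzyme for no effect and no enzyme for full effect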
XIAP antagonists: XIAP antagonists, biochemical, IAP family, fluorescence polarization (AID 1018) | XIAP BIR domain, fluorescence polarization peptide displacement; higher % means a stronger effect | one-dose displacement, % at 20 µM; IC50 in µM for titrated hits | hit rate 0.007% among 200,000; in the data active = displacement above about 50%; also: a part of the inactive calls stands beside numbers as strong as those of hits
KOR beta-arrestin-2: KOR antagonists, beta-arrestin recruitment, cell-based, luminescence, uHTS (AID 1778); KOR beta-arrestin recruitment, luminescence, antagonist mode; higher % means a stronger effect; inhibition, % at 10 µM; hits with a dose series show IC50 in µM; hit rate 0.091% among 290,000; also: strong numbers were not always called active
human PMI inhibitors: human PMI inhibitors, high substrate, primary screen, biochemical, fluorescence intensity, high mannose 6-phosphate (AID 1220). recombinant PMI enzyme, coupled fluorescence intensity; higher % means a stronger effect. hit rate 0.66% among 190,000. inhibition, % at 20 µM; hits with a dose series show IC50 in µM
NOD2 inhibition: inhibition of NOD2-driven NF-kB reporter – cell-based, luminescence, uHTS, HEK293 (AID 1566); hit rate 0.63% among 290,000; HEK293 NOD2/NF-kB luciferase reporter, luminescence; higher % means a stronger effect; inhibition, % at 4 µM, or EC50 in µM where a hit was titrated; also: many of its hits are not listed in these tables
* marks the source's active call; other numbers are inactive results; nt = no result given; [ ] = another dose, or the depositor's remark. Rule as the data show it, unless noted: active = inhibition above about 50%; inactive = the rest.

Every second line gives: TNAP activation fold	PMI inhibitors	KOR beta-arrestin-1	NOD1 inhibition	LYP inhibition	XIAP antagonists	KOR beta-arrestin-2	human PMI inhibitors	NOD2 inhibition
Cc1ccc(OCC(O)CNC(=O)c2ccccc2C(=O)O)cc1 (configuration not stated)
→ 1.1	1%	2.6%	7%	-4%	1.0%	2%	0%	3%
COCCNC(=O)/C(C#N)=C/c1cc(C)n(C2CCCCC2)c1C
→ 1	-3%	-3.6%	-56%	9%	-4.4%	-20%	-6%	-94%
COc1ccc(CNC(=O)C/C(C)=N/NC(=O)Cc2ccc(OC)c(OC)c2)cc1
→ 1.2	2%	1.3%	-6%	-5%	-4.5%	8%	-3%	8%
C=CCOc1ccc(/C(CC)=N/O)c(OC)c1
→ 1.1	11%	-5.6%	-10%	-2%	0.3%	28%	6%	-7%
CC(=O)O[C@H]1CC[C@@]2(C)C(CCC3C2CC[C@]2(C)OC(=O)CCC32)C1 (some centres not stated)
→ 1.1	0%	-1.0%	-16%	-3%	-5.7%	-40%	4%	16%
FC(F)(F)c1ccc(Cl)c(NC(=S)NC2CC2)c1
→ 1.1	4%	-3.2%	-26%	-3%	-6.0%	44%	2%	-6%
CCCCC1(CCCC)NC(=S)N(Nc2ccc(C)cc2)C1=O
→ 1	7%	-3.6%	2%	-6%	0.0%	-5%	2%	0%
Cc1cc(C)nc(SCC(=O)Nc2ncc3c(n2)CCCC3=O)n1
→ 1.1	9%	3.5%	nt	-2%	0.2%	28%	8%	-14%
CCOC(=O)C1CCN(c2c(NCCCN(CC)c3ccccc3)c(=O)c2=O)CC1
→ 1.1	6%	-1.6%	-16%	-1%	-6.1%	17%	5%	4%
Cc1ccc(C)c(N2CCN(C(=O)Cc3c(C(=O)O)[nH]c4ccc(Cl)cc34)CC2)c1
→ nt	nt	3.9%	-2%	-1%	nt	5%	nt	14%
Cc1ccc(S(=O)(=O)Nc2ccc(OCC(=O)N3CCOCC3)cc2)c(C)c1NS(C)(=O)=O
→ nt	nt	-6.1%	10%	-7%	nt	-31%	nt	4%
COc1cc2c(=O)n(Cc3ccccc3)c(=O)n(CC(=O)NCCc3ccccc3)c2cc1OC
→ 1	-2%	4.2%	4%	4%	-7.9%	9%	4%	-12%
CCOc1ccc(S(=O)(=O)N2CCN(c3ccccn3)CC2)cc1
→ nt	nt	0.4%	-4%	-7%	nt	-23%[20 µM]	nt	7%
CCOc1ccc(CN(C)C(C)C(=O)NCCc2ccc(F)cc2)cc1 (configuration not stated)
→ nt	nt	-0.7%	-21%	-8%	nt	-18%	nt	-1%
COC(=O)[C@H](CC(C)C)NC(=O)N1CCCCC1
→ nt	nt	4.3%	-8%	-6%	nt	-17%	nt	-32%
Cc1ccc2c(c1)c1c(n2CC(O)CNC2CCCCC2)CCCC1 (configuration not stated)
→ 1.1	0%	4.0%	-23%	-6%	-3.1%	-48%	20%	6%
COc1cc(/C=N/NC(=O)C2CCN(CC(O)COCc3ccccc3)CC2)ccc1O (configuration not stated)
→ 1	5%	-3.5%	-5%	-4%	-3.2%	1%	6%	24%
COc1cc2c(cc1OC)CN(Cc1ccccc1)CC2
→ nt	nt	-2.1%	-19%	-7%	nt	-32%[20 µM]	nt	9%
CCOC(=O)CSc1nnc([C@@H](NC(=O)OC(C)(C)C)C(C)C)o1
→ 1.1	1%	-1.5%	8%	-7%	-3.4%	12%	1%	6%
COc1ccc(CCNC(=O)CN2C(=O)c3cccc4cccc(c34)C2=O)cc1OC
→ 1	-5%	-1.8%	-30%	-5%	-4.2%	-58%[20 µM]	-12%	-2%
O=C(Nc1ccc(N2CCOCC2)cc1)C1CC(=O)N(c2ccccc2)C1 (configuration not stated)
→ 1.1	nt	nt	-35%	-4%	-1.0%	1%[20 µM]	nt	5%
COC(=O)C(CC(=O)c1ccc(C)cc1)n1nc(C)cc1C (configuration not stated)
→ nt	nt	-4.1%	-14%	-7%	nt	4%	nt	6%
O=C(Nc1ccccc1)Nc1nnc(Cc2ccccc2F)s1
→ nt	nt	0.0%	-12%	-2%	nt	12%	nt	-33%
CN(C)CCCN(Cc1ccccc1)C(=S)Nc1cccc(C(F)(F)F)c1
→ 1.1	10%	4.9%	-33%	0%	-18%	-15%	-1%	14%
Cn1c(=O)c(-c2ccccc2)nn2c3ccccc3nc12
→ 1.1	6%	2.5%	nt	1%	-1.2%	19%	7%	2%
O=C(Nc1nccs1)c1cnccn1
→ 1	8%	-3.6%	-7%	-5%	-2.2%	10%	7%	17%
CC(=O)c1ccc(NC(=S)NC(=O)/C=C/c2ccccc2)cc1
→ nt	nt	-3.2%	63%	2%	nt	-27%	nt	17%
O=C(CCN1CCN(c2ccccc2F)CC1)Nc1ccccc1Cl
→ nt	nt	-0.6%	-7%	-5%	nt	0%	nt	10%
CC(=O)Nc1ccc(S(=O)(=O)N2CCC(C(=O)NCCC(=O)NCc3ccncc3)CC2)cc1
→ nt	nt	4.3%	-34%	-6%	nt	-12%	nt	-3%
COc1ccc(NC(=O)C2CCCN(c3ncccn3)C2)cc1 (configuration not stated)
→ nt	nt	-2.3%	-46%	-11%	nt	-2%	nt	-25%

An excerpt of the results above, as a working copy:
Every second line gives: TNAP activation fold	PMI inhibitors	KOR beta-arrestin-1	NOD1 inhibition	LYP inhibition	XIAP antagonists	KOR beta-arrestin-2	human PMI inhibitors	NOD2 inhibition
COc1cc(/C=N/NC(=O)C2CCN(CC(O)COCc3ccccc3)CC2)ccc1O (configuration not stated)
→ 1	5%	-3.5%	-5%	-4%	-3.2%	1%	6%	24%
COc1cc2c(cc1OC)CN(Cc1ccccc1)CC2
→ nt	nt	-2.1%	-19%	-7%	nt	-32%[20 µM]	nt	9%
CCOC(=O)CSc1nnc([C@@H](NC(=O)OC(C)(C)C)C(C)C)o1
→ 1.1	1%	-1.5%	8%	-7%	-3.4%	12%	1%	6%
COc1ccc(CCNC(=O)CN2C(=O)c3cccc4cccc(c34)C2=O)cc1OC
→ 1	-5%	-1.8%	-30%	-5%	-4.2%	-58%[20 µM]	-12%	-2%
O=C(Nc1ccc(N2CCOCC2)cc1)C1CC(=O)N(c2ccccc2)C1 (configuration not stated)
→ 1.1	nt	nt	-35%	-4%	-1.0%	1%[20 µM]	nt	5%
COC(=O)C(CC(=O)c1ccc(C)cc1)n1nc(C)cc1C (configuration not stated)
→ nt	nt	-4.1%	-14%	-7%	nt	4%	nt	6%
O=C(Nc1ccccc1)Nc1nnc(Cc2ccccc2F)s1
→ nt	nt	0.0%	-12%	-2%	nt	12%	nt	-33%
CN(C)CCCN(Cc1ccccc1)C(=S)Nc1cccc(C(F)(F)F)c1
→ 1.1	10%	4.9%	-33%	0%	-18%	-15%	-1%	14%
Cn1c(=O)c(-c2ccccc2)nn2c3ccccc3nc12
→ 1.1	6%	2.5%	nt	1%	-1.2%	19%	7%	2%
O=C(Nc1nccs1)c1cnccn1
→ 1	8%	-3.6%	-7%	-5%	-2.2%	10%	7%	17%
CC(=O)c1ccc(NC(=S)NC(=O)/C=C/c2ccccc2)cc1
→ nt	nt	-3.2%	63%	2%	nt	-27%	nt	17%
O=C(CCN1CCN(c2ccccc2F)CC1)Nc1ccccc1Cl
→ nt	nt	-0.6%	-7%	-5%	nt	0%	nt	10%
CC(=O)Nc1ccc(S(=O)(=O)N2CCC(C(=O)NCCC(=O)NCc3ccncc3)CC2)cc1
→ nt	nt	4.3%	-34%	-6%	nt	-12%	nt	-3%
COc1ccc(NC(=O)C2CCCN(c3ncccn3)C2)cc1 (configuration not stated)
→ nt	nt	-2.3%	-46%	-11%	nt	-2%	nt	-25%

(next part)
Every second line gives: TNAP activation fold	PMI inhibitors	KOR beta-arrestin-1	NOD1 inhibition	LYP inhibition	XIAP antagonists	KOR beta-arrestin-2	human PMI inhibitors	NOD2 inhibition
O=C(NCc1ccco1)C1CCCN1C(=O)Nc1ccccc1 (configuration not stated)
→ 1.2	-6%	-6.1%	-12%	-5%	-4.9%	-17%	-4%	5%
COc1ccccc1N1C(=O)c2ccccc2NC1C(OC)OC (configuration not stated)
→ 1	-20%	3.4%	-41%	2%	-6.7%	-27%	-16%	-18%
O=C(NC(=S)Nc1ccc(NC(=O)c2cccs2)cc1)c1ccc([N+](=O)[O-])cc1
→ 1	14%	-0.8%	-29%	-4%	-1.5%	14%	2%	4%
Cc1cc(C)c2c(=O)n(CC(=O)Nc3ccc(Br)c(C)c3)sc2n1
→ nt	nt	-0.2%	3%	-1%	nt	30%	nt	18%
O=C(c1ccc(S(=O)(=O)N2CCOCC2)cc1)N1CCN=C1SCc1cccnc1
→ 1.1	8%	-1.9%	-1%	-5%	-10%	-28%	4%	14%
CCNc1nc(NCC)nc(N/N=C/c2ccc(Br)cc2)n1
→ 1.2	-1%	23%	-38%	2%	-8.2%	-21%	7%	8%
CCCCN(C)CCCNC(=O)/C=C1\Sc2ccccc2NC1=O
→ 1.1	3%	-3.9%	-22%	-5%	-4.7%	6%	4%	6%
O=C(O)C1CCN(C(=O)CCc2ccccc2)CC1
→ nt	nt	1.7%	-4%	-4%	nt	-15%	nt	11%
O/C(=C\c1nc2ccccc2[nH]1)c1cccs1
→ nt	nt	2.4%	-5%	-7%	nt	-42%	nt	-10%
CCn1c(SCC(=O)OCc2ccccc2)nc2c1c(=O)n(C)c(=O)n2C
→ 1.1	-6%	-3.4%	-3%	-2%	-4.9%	-9%	-3%	6%
CCn1ccnc1CN(C)Cc1cn[nH]c1-c1ccc(OC)c(F)c1
→ 0.7	2%	-6.2%	28%	-6%	-2.6%	-22%	-6%	30%
O=C(NO)c1ccccc1O
→ 1.1	-3%	-1.0%	-26%	1%	-3.6%	-3%	-12%	2%
COC(=O)c1c(NC(=O)CN2CCC3(O)CCCCC3C2c2ccc(F)cc2)sc(C)c1C (configuration not stated)
→ 1.1	7%	7.2%	10%	7%	-4.9%	-16%	11%	23%
CC(C)(C)C(=O)Nc1ccc(N=Nc2ccccc2)cc1
→ 1.1	5%	nt	2%	0%	-3.3%	-32%[20 µM]	2%	33%
CCOc1cccc2c1OC1(CCCCC1)N1N=C(c3cccnc3)CC21 (configuration not stated)
→ 1.1	6%	10%	-37%	3%	-1.3%	17%	21%	7%
Cn1cc(CCC(=O)NC2CC2)c2ccccc21
→ nt	nt	-9.5%	-4%	-9%	nt	10%	nt	1%
COc1ccc([N+](=O)[O-])cc1N(CC(O)CN1CCCC1)S(=O)(=O)c1ccc(C)cc1 (configuration not stated)
→ 1	10%	-1.0%	-33%	-6%	-3.0%	9%	2%	17%
Cc1ccc(C(=O)N2CCN(c3ccc(NC(=O)c4cccnc4)cc3)CC2)cc1
→ 1.1	10%	-2.8%	0%	-10%	-3.3%	-13%	4%	11%
Cc1c(O)c(CN2CCCC2)cc2c1oc(=O)c1ccccc12
→ 1.1	1%	-3.6%	-4%	-9%	-0.5%	18%	6%	14%
CC[C@H](C)[C@@H](C(=O)N1CCNCC1)n1cc([C@@H](N)CO)nn1
→ 1.1	-9%	2.1%	-24%	-6%	-5.4%	-20%	-7%	3%
CN(N)C(=S)Nc1ccc(Cl)cc1
→ 1.1	-3%	-8.5%	-13%	-6%	-13%	8%	-8%	-1%
CC(=O)C1=C(O)C(=O)N(Cc2cccnc2)C1c1ccc(O)cc1 (configuration not stated)
→ 1	0%	-1.1%	-24%	2%	-4.7%	-39%	8%	4%

Results in XIAP antagonists (2 entries from above):
| Molecule | XIAP antagonists |
| --- | --- |
| Cc1ccc2c(c1)c1c(n2CC(O)CNC2CCCCC2)CCCC1 (configuration not stated) | -3.1% |
| C=CCOc1ccc(/C(CC)=N/O)c(OC)c1 | 0.3% |

Only part of the results is shown; rates above refer to the full screens.
